mcGAS MS inh – inhibitors of Mus musculus cyclic GMP-AMP synthase, initial high-throughput assay, cell-free, RapidFire MS; recombinant mouse cGAS, cGAMP by RapidFire MS; inhibition, % at 12.5 µM; actives 0.18% (n = 130,000); AID 1259397, 2018;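 active means inhibition of cGAS enzyme activity at or above 60%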;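 further: enzyme stimulated by 45 bp dsDNA with ATP and GTP substrates; cGAMP share of summed cGAMP plus half ATP and half GTP signals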
Target sequence (Q8C6L5 whole entry, looked up): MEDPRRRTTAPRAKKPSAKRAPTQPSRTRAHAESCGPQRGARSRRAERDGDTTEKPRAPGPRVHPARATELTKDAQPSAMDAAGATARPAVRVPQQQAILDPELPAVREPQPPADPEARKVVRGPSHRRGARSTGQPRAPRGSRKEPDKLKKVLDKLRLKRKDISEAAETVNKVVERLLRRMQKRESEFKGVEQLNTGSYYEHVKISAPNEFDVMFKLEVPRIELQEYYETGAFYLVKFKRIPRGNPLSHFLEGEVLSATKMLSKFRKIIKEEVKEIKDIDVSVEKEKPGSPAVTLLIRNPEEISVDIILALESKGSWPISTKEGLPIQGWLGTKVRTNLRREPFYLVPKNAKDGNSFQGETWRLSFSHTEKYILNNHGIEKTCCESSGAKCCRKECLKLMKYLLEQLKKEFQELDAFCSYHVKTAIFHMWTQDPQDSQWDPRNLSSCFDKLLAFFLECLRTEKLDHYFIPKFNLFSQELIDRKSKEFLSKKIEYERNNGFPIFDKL
Active calls of the source: *; & = joins results of further samples.

SMILES	mcGAS MS inh
CCn1cc(C#N)c(=O)n(Cc2cnc(-c3ccc(C(C)C)cc3)s2)c1=O	-3.3
Cc1c(N2CCCC2)ccc2c1NC(=O)CC2c1cc(C#CCO)cs1 (configuration not stated)	-4.9
Cn1c(SCC(=O)c2ccccc2F)nnc1-c1ccc(F)cc1	-11.5
Cc1cc(O)c(C(C)C)cc1Cl	-2.4
Cc1cc(C)c2nc(NC(=O)CN3CCSC3=O)sc2c1	-6.5
CCCCCn1c(N2CCN(Cc3ccc(C)cc3)CC2)nc2c1c(=O)[nH]c(=O)n2C	0.3
Cc1ccc2oc3c(c(=O)c2c1)C(c1ccc(C(C)C)cc1)N(c1nccs1)C3=O (configuration not stated)	-8.8
COc1ccc(C(C)=O)cc1CN1C(=O)C(C)ON=C1c1ccc(F)cc1 (configuration not stated)	-1.8
O=C1CCN(C(=O)CC2C(=O)NCCN2Cc2cccc(F)c2F)CCN1 (configuration not stated)	-16.1
O=C(O)CC(c1cccc(F)c1)c1cn(Cc2ccccc2)c2ccc([N+](=O)[O-])cc12 (configuration not stated)	-4.0

A different layout for 2 compounds above:
SMILES,mcGAS MS inh
CCn1cc(C#N)c(=O)n(Cc2cnc(-c3ccc(C(C)C)cc3)s2)c1=O,-3.3
Cc1ccc2oc3c(c(=O)c2c1)C(c1ccc(C(C)C)cc1)N(c1nccs1)C3=O (configuration not stated),-8.8

Additional results
SMILES	mcGAS MS inh
Cc1cccn2c(CC(=O)NCc3cn[nH]c3-c3cccs3)cnc12	-12.1
Cc1ccsc1CN(C)C(=O)CCc1nnc(CCC2CCCCC2)o1	-0.5
Cc1cc(C)cc(OCC(=O)NNC(=O)c2cc3ccccc3oc2=O)c1	-9.6
O=S(=O)(NCCOc1cc(N2CCCC2)ncn1)c1ccc(C(F)(F)F)cc1	-2.9
Cc1ccc(-c2nc(C)sc2CC(=O)NC(C)C2CC2)cc1 (configuration not stated)	-0.6
Cc1ccc[n+](-c2nc3ccccc3nc2NS(=O)(=O)c2ccccc2)c1	-2.0
NC(=O)CC1C(=O)NCCN1Cc1ccccc1C(F)(F)F (configuration not stated)	-6.5
Cc1nn(-c2ccccc2)c(C)c1CN1CCC2(CC1)Nc1ccccc1C(=O)N2c1cccnc1	-5.5
CC(=O)N1CCCn2nc(C(=O)NC(C)(C)CNc3cccc(Cl)c3)cc2C1	-14.6
CCN(C(=O)CNC(=O)NCc1ccco1)c1nc(C)cs1	-1.3
COc1cc(OC)cc(C(=O)NCC2CCCN(C(=O)C3=C(C)OCCO3)C2)c1 (configuration not stated)	-8.1&3.0
COc1ccc(NC2CCCN(C(=O)COc3ccc(Cl)cc3C)C2)cc1OC (configuration not stated)	-6.9
CC(=O)NC1=NN(C(C)=O)C2(S1)C(=O)N(C(C)=O)c1ccc(Cl)cc12 (configuration not stated)	1.2
O=C(CNC(=O)Nc1cc(F)ccc1N1CCCCC1)NC1CC1	-12.5
CCNC(=O)C1(C)CCCN(Cc2ccc(Oc3ccccc3)cc2)C1 (configuration not stated)	-5.2
O=c1c2c(nc3c(-c4cccc(Br)c4)c[nH]n13)CCCC2	-4.9
Cc1nc(NC(C)c2nncn2C)c2c(CC(C)C)csc2n1 (configuration not stated)	-3.5
CS(=O)(=O)CCN1C(=O)C(c2ccccc2)N(Cc2ccccc2)C1=O (configuration not stated)	-7.5
COCCn1c(=O)c2c(nc3n2CCCN3c2cccc(OC)c2)n(C)c1=O	-2.6
CCc1nnc(CNC(=O)c2cc(C(C)C)nn2C)s1	-19.7
CC(c1ccccc1)N1C(=O)NC(NC(=O)c2ccncc2)(C(F)(F)F)C1=O (configuration not stated)	-4.3
Nc1nonc1-c1noc(NCC2CCCO2)n1 (configuration not stated)	-8.0
CN(C)C(CNCc1ncc[nH]1)c1ccc(Cl)cc1 (configuration not stated)	-10.9
COCCn1c(N2CCN(CCO)CC2)nc2c1c(=O)[nH]c(=O)n2C	1.6
COc1ccc(CNC(=O)CCC2CCCN(Cc3cc(C)c(C)o3)C2)c(OC)c1 (configuration not stated)	-10.3
O=C(c1cc2ccccc2[nH]1)N1CCC(CO)(CCCc2ccccc2)CC1	0.4
Cc1ccc(CNC(=O)c2cc(S(N)(=O)=O)c(C)o2)s1	4.7
O=C(NNC(=O)c1ccccn1)c1ccc(C2SCCCS2)cc1	-30.2
Cc1cc(C)cc(C(=O)NCCc2cc3ccc(C)c(C)c3[nH]c2=O)c1	-4.6
OCCC#Cc1ccc(CN2CCCC(Nc3ccccc3)C2)cc1 (configuration not stated)	0.3
Cc1ccc(S(=O)(=O)N(C)C)cc1NC(=O)c1ccco1	-12.7
COC(=O)c1ccc(CN2CCc3c(cnn3-c3ccc(C#N)cc3)C2)o1	-7.5
COc1ccc(C(N)=O)c(OC(C)C(=O)NCCC2=CCCCC2)c1 (configuration not stated)	0.9
COc1ccc2oc(CNC(=O)c3cnn4c3CCCC4)nc2c1	-1.7
Cn1cc(C(=O)NCCC2=CCCCC2)c2[nH]c(=O)n(-c3ccc(Cl)cc3)c(=O)c21	-26.0
C#CCN(Cc1ccco1)C(=O)c1ccccc1N1CCOCC1	-35.6
COC(=O)C1=C(C)NC(=O)NC1c1cc(Cl)c(O)c(OC)c1 (configuration not stated)	0.2
CCN(Cc1ccccc1)C(=O)c1c2c(nc3ccccc13)CCC2	-2.4
O=C(CCNc1ccc(-c2ccccc2)cc1)N1CC[C@H](O)[C@@H](O)C1	-22.2
CC(C)NC(=O)c1nnc2n1CCN(Cc1ccc(OC(F)(F)F)cc1)C2	-5.4
Cc1ccc(OCc2cc(C)on2)c([N+](=O)[O-])n1	-8.7
CCOC(=O)c1c(C#N)c(N)n(NC(=O)OC(C)(C)C)c1C	-0.3
O=C(NCCCN1CCCCCC1)c1cnn(-c2ccccc2)n1	-6.0
COc1ccc2[nH]c(-c3ccccc3)nc(=S)c2c1	-23.3
Cc1c(-c2ccccc2)sc(NC(=O)CSc2nccn2C(C)C)c1C(=O)N1CCOCC1	-5.2
O=c1cc(O)c2sc3nc(C(F)(F)F)cc(C4CC4)c3c2[nH]1	2.9
CCc1cccc(CC)c1NC(=O)c1c(C)noc1CC	-13.3&-4.3
CC1(C(=O)NS(C)(=O)=O)CCN1C(=O)C/C=C/c1ccccc1 (configuration not stated)	-16.9
O=S1(=O)N=C(C2CCNCC2)Nc2ccccc21	-8.7
O=C1CN(C(=O)CCn2cnc3ccc(Br)cc3c2=O)CCN1	-40.0

4 records drawn at random from the list so far, as already listed:
SMILES	mcGAS MS inh
CC(=O)N1CCCn2nc(C(=O)NC(C)(C)CNc3cccc(Cl)c3)cc2C1	-14.6
COc1ccc2[nH]c(-c3ccccc3)nc(=S)c2c1	-23.3
Cc1cccn2c(CC(=O)NCc3cn[nH]c3-c3cccs3)cnc12	-12.1
CN(C)C(CNCc1ncc[nH]1)c1ccc(Cl)cc1 (configuration not stated)	-10.9

Next part:
SMILES	mcGAS MS inh
Cc1cc(CS(=O)(=O)NC(C)c2ccc(OC(F)F)cc2)on1 (configuration not stated)	-5.5
Cc1ccc(NC(=O)C2CC(=O)N(C)C(=Nc3cccc(F)c3)S2)cc1Cl (configuration not stated)	-7.8
Cc1ccccc1C(=O)N1CCC(C(=O)NCc2cnn3ccccc23)CC1	-26.8
CCc1c(C#N)c(SCCC(=O)Nc2ccc(F)cc2)nc2c1C(=O)CC(C)(C)C2	-9.7
CC(C)S(=O)(=O)NC(=O)C1(C)CCN1C(=O)Cc1cc(F)ccc1F (configuration not stated)	-8.1
OCC1(CCc2ccccc2)CCN(Cc2ccncc2)CC1	-10.1&-4.5
CCOC(=O)C1CCN(C(c2ccc(F)cc2)c2c(O)cc(C)n(CC)c2=O)CC1 (configuration not stated)	-8.4
O=C(NC(c1ccc(F)cc1)c1cccs1)C1CCN(S(=O)(=O)c2ccccc2F)CC1 (configuration not stated)	-5.8
Cc1ccc(S(=O)(=O)N2CCCN(C(C)c3nc4ccccc4c(=O)[nH]3)CC2)cc1 (configuration not stated)	-1.4
N#CCSc1nnc2ccccn12	-6.8
O=S(=O)(c1cccs1)N1CCN(c2ccc(Cl)cc2)CC1	10.3
Cc1nn(-c2ccccc2)c2[nH]c(=O)c(C#N)c(-c3cccs3)c12	-0.7
Cc1sc(NC(=O)Cn2nc([N+](=O)[O-])cc2C)c(C(N)=O)c1C	-95.1
Cc1cccc(CNC(=O)C2CCC(=O)N(CCCc3ccccc3)C2)c1 (configuration not stated)	-2.6
O=C(OCC(=O)N1CCN(c2ncccn2)CC1)C1CC2CCC1C2 (configuration not stated)	-7.0
CC1CN(Cc2nc3sc4c(c3c(=O)n2CC#N)CCCC4)CCO1 (configuration not stated)	3.6
CC(C)N1CCC(N2CCCC(N(C)Cc3ccccc3)C2)CC1 (configuration not stated)	-4.1&-0.8
COc1ccc2nc(C(F)(F)C(F)(F)F)c(C#N)c(N)c2c1	-4.7
CC(C)CC(C#N)NC(=O)c1csc(-c2cnn(C)c2)n1 (configuration not stated)	-1.9
COc1ccc(C2=C(C)SC3=NS(=O)(=O)CCN32)cc1	-5.0&-0.7
O=C(O)c1cccnc1CN1CCCCC1CCc1cccs1 (configuration not stated)	-12.2
C[C@H](C(=O)NCC1CC1)N1Cc2ccc(N3CCOCC3)nc2C1=O	9.1
Cc1noc(NC(=O)CN2CCN(S(=O)(=O)c3c(C)c(C)c(C)c(C)c3C)CC2)n1	-8.7
COCC(=O)N1CCC(Oc2ccc(C(=O)N3C[C@@H](C)O[C@@H](C)C3)cc2)CC1	-9.4
Cc1cccnc1C1=NOCC(=O)N1C/C=C/c1ccccc1	-7.3
CSC(CO)C(C)Nc1nc(N(C)C)cc(C(F)(F)F)n1 (configuration not stated)	-7.9
CC#CCN(Cc1ccco1)Cc1cn[nH]c1-c1ccc(OC)cc1F	-3.3
COC(=O)CCSc1nnc(-c2ccncc2)n1-c1ccc(F)cc1	-2.2
COC(=O)C1(C(F)(F)F)C2C=CC(C2)N1S(C)(=O)=O (configuration not stated)	-0.7
CCn1cc(Br)cc1C(=O)NCC(C)N1CCCC(C)C1 (configuration not stated)	-15.3

Reformatted field by field: 4 of the compounds above
C[C@H](C(=O)NCC1CC1)N1Cc2ccc(N3CCOCC3)nc2C1=O
- mcGAS MS inh: 9.1
Cc1noc(NC(=O)CN2CCN(S(=O)(=O)c3c(C)c(C)c(C)c(C)c3C)CC2)n1
- mcGAS MS inh: -8.7
COCC(=O)N1CCC(Oc2ccc(C(=O)N3C[C@@H](C)O[C@@H](C)C3)cc2)CC1
- mcGAS MS inh: -9.4
Cc1cccnc1C1=NOCC(=O)N1C/C=C/c1ccccc1
- mcGAS MS inh: -7.3

Other results follow:
SMILES	mcGAS MS inh
COc1cccc(-n2nnc3c(N4CCNCC4)ncnc32)c1	-1.4
O=c1c2cc3c(cc2nc2sc(NCc4ccc5c(c4)OCO5)nn12)OCO3	-8.2
Cc1csc(SCC(=O)N2CCCC(N(C)Cc3ccccc3)C2)n1 (configuration not stated)	-0.2
CC1(C)Cc2ccccc2-c2nc(CN3CCOCC3)[nH]c(=O)c21	-4.0
Cc1ccc2oc3c(c(=O)c2c1)C(c1ccccn1)N(c1cc(C)on1)C3=O (configuration not stated)	-7.3
CCCN1C(=O)CCc2cc(NC(=O)CCc3ccc(OC)cc3)ccc21	-2.1
CC(C)C(C)n1nccc1NC(=O)c1ccc(-n2cnnc2)nc1 (configuration not stated)	-9.7
COC(=O)N1N=C(C)CC1(O)c1cccnc1 (configuration not stated)	-2.8
Cc1ccc(NC(=O)COC(=O)CN2CCSC2=O)c(Cl)c1	-9.2
Nc1n[nH]c(S(=O)(=O)Nc2c(F)cccc2F)n1	-7.1
C=CCN(Cc1cccnc1)C(=O)c1[nH]c2ccc(F)cc2c1C	-11.0
Cc1cnc(-n2cnnc2)c(-c2ccc(S(C)(=O)=O)cc2)c1	-19.5
O=C1/C(=C\c2ccccc2)SC(=S)N1C(=O)c1ccccc1	35.4
O=C(c1cn2cccnc2n1)N1CCOC(C(F)(F)F)C1 (configuration not stated)	-12.1
COc1cc(OC)cc(-c2nccn2[C@@H](C)CO)c1	-26.6
CC1=C(C(=O)OCC(C)C)C(c2ccsc2)NC(=O)N1 (configuration not stated)	-6.7
COc1cc2c(cc1OC)CN(C1CCCN(Cc3ccc(C#CCCO)cc3)C1)CC2 (configuration not stated)	-7.7&-3.5
O=C1NCC2(CCCN(c3ncnc4c3CCC4)CC2)O1 (configuration not stated)	7.7
Cc1ccsc1C1NC(C(=O)O)CS1 (configuration not stated)	-11.7
CN(C)CC1CCCCN1C(=O)c1cc(C2CC2)n(C(C)(C)C)n1 (configuration not stated)	-6.5
CCOC(=O)C1=C[C@]2(CC)CCCN3CCc4c(n1c1ccccc41)[C@@H]32	-5.2
CCC(NC(=O)/C=C/c1ccco1)c1nc(C)cs1 (configuration not stated)	-9.6
CS(=O)(=O)CCSCc1coc(-c2ccc(F)c(F)c2)n1	-2.0
Cc1ccn(-c2ccccc2CN)n1	-10.2
Cc1ccc(C2C(C(=O)c3ccco3)=C(O)C(=O)N2CCN(C)C)o1 (configuration not stated)	-24.3&-14.8
CC(C)c1csc(C2CCCN(C(=O)c3ccc4n[nH]c(=O)n4c3)C2)n1 (configuration not stated)	3.0
CCOC(=O)C1C(=O)CC(C)(O)C(C(=O)OCC)C1c1ccc(OC)cc1 (configuration not stated)	-9.1
COc1cc(CCC(=O)Nc2cccc(NC(=O)N3CCCCCC3)c2)cc(OC)c1	6.6
CCCCN(CC(=O)NC(C)(C)C)CC(F)(F)F	0.7
CC(=O)Nc1nc2c(s1)C(=O)CC(C)(C)C2	-9.6
S=c1[nH]c2ccccc2n1Cc1ccc(Cl)cc1Cl	-3.5
OCc1csc(COc2ccc(Cl)cc2CNCCN2CCOCC2)n1	-6.2
COc1ncccc1C(=O)NCCC(=O)Nc1cccc(C)c1	-28.7
COc1cccc(C(=O)N2CCCC(N3CCN(c4cccc(C(F)(F)F)c4)CC3)C2)c1 (configuration not stated)	-0.7

Only part of the results is shown, so the mix of outcomes need not match the whole.
